FadD28 FP inh = M. tuberculosis FadD28 bisubstrate binding inhibition; FadD28 bisubstrate probe binding, fluorescence polarization; hit rate 0.22% among 360,000; AID 588549; inhibition, % at 12.5 µM; in the data active = inhibition above about 8.5%, passing the limit was not always enough; inconclusive = no clear call, values can overlap the other calls
BioA inh = blocks M. tuberculosis BioA enzyme activity. purified M. tuberculosis BioA enzyme, plate reader. hit rate 0.096% among 360,000. inhibition, % at 9.99 µM; in the data active = inhibition above about 40%; inconclusive = no clear call, values can overlap the other calls
PrPC TRFRET = inhibitors of human cell surface prion protein PrPC. P04156. TR-FRET read-out. inhibition, % at 13.8 µM. hit rate 0.43% among 370,000. AID 720596; in the data active = inhibition above about 24%; note: 0% = median of the test wells and 100% = reference compound wells
CCHFV vOTU inh = CCHFV vOTU protease inhibition | Pep-AMC fluorescence | AID 651958 | inhibition, % at 11.5 µM | hit rate 0.55% among 370,000; note: 0% = vehicle wells with enzyme and 100% = no enzyme wells
BoNT A protease = inhibitors of Botulinum neurotoxin A light chain protease | multiplex microsphere protease substrate cleavage, flow cytometry | hit rate 0.17% among 360,000 | inhibition, % at 10 µM; in the data active = inhibition above about 30%; inconclusive = no clear call, values can overlap the other calls; note: plate controls were buffer without enzyme for full effect and enzyme alone for no effect
Mtb UGM inh = blocks M. tuberculosis UGM enzyme; P9WIQ1; purified UGM, fluorescence polarization probe displacement; inhibition, % at 10 µM; AID 504406; hit rate 0.06% among 320,000; in the data active = inhibition above about 10%, passing the limit was not always enough; inconclusive = no clear call, values can overlap the other calls
Target sequence (P9WIQ1 whole entry, looked up): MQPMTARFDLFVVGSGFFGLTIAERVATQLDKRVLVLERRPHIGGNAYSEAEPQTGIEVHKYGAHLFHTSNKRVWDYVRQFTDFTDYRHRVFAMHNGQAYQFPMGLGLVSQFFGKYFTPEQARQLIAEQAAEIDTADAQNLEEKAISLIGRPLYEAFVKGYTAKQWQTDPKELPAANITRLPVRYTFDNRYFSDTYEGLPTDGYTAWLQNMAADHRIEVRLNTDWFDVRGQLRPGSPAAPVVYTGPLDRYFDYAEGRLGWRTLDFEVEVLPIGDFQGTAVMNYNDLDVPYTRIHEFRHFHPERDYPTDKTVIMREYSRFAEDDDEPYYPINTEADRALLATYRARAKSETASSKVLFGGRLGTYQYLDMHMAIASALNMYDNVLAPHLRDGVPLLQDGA
Mtb FBA inh = inhibits M. tuberculosis FBA enzyme; P9WQA3; purified M. tuberculosis FBA, fluorescence read-out; inhibition, % at 1 µM; hit rate 2.3% among 360,000; AID 588726; in the data active = inhibition above about 27%;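 note: 0% = vehicle and 100% = reference inhibitor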
Target sequence (P9WQA3 whole entry, looked up): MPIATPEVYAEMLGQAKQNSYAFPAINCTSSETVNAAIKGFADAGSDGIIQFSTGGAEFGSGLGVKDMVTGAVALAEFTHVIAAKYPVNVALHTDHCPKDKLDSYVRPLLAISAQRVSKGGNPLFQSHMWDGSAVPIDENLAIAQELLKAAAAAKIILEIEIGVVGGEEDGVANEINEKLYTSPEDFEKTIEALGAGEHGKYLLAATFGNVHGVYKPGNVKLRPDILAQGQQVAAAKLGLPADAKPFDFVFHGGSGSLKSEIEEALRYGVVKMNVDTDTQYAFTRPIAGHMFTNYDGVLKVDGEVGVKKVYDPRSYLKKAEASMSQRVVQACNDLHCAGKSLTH
BoNT F protease = blocks Botulinum neurotoxin F light chain protease; Multiplex microsphere protease cleavage assay, flow cytometry; inhibition, % at 10 µM; hit rate 0.22% among 360,000; in the data active = inhibition above about 35%, passing the limit was not always enough; inconclusive = no clear call, values can overlap the other calls; note: plate controls were buffer without enzyme for full effect and enzyme alone for no effect
GDH-TPI counter = counter-screen for M. tuberculosis FBA inhibitors: GDH-TPI coupled enzymes. GDH-TPI coupled enzyme counterscreen, NADH absorbance. inhibition, % at 4.8 µM. hit rate 1.2% among 360,000. AID 588335;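 note: 0% = DMSO wells and 100% = wells lacking the enzyme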
* = called active by the depositor; ? = inconclusive; nt = no result given; & = joins results of further samples. Cut-off read from the data, not from the text of the source, unless noted: active = inhibition above about 30%; inactive = the rest.

entry	SMILES	FadD28 FP inh	BioA inh	PrPC TRFRET	CCHFV vOTU inh	BoNT A protease
1	COc1ccc(/C=C/C(=O)OCC(=O)Nc2ccc(OC)c(S(=O)(=O)N3CCCCC3)c2)cc1	-3.4	-0.9	-3	-14	0.0
2	O=C(N/N=C/c1c(O)ccc2ccccc12)C(=O)N1CCCC1	0.1	0.3	6	6	0.0
3	COc1cccc(C(=O)NC(c2ccccc2)C2CCCC2)c1 (configuration not stated)	-0.3	nt	2	23	-0.5
4	O=C(Cn1cnc2c(OCc3ccccc3)ncnc21)NCCN1CCOCC1	-4.1	-0.2	0	5	-0.4
5	COc1ccccc1CNC(=O)C1CCC(CNS(=O)(=O)c2ccc(C)cc2)CC1 (configuration not stated)	0.4	-1.0	-7	3	-0.1
6	Cc1ccc(-c2csc(NC(=O)/C=C/c3ccco3)c2C(=O)O)cc1	1.7	5.2	16	7	0.0
7	CN(C)C(=O)Oc1cccc(NC(=O)N2CCOCC2)c1	-4.1	1.6	3	1	0.1
8	CSCC[C@H](NC(=O)[C@H](Cc1ccccc1)n1c(=O)[nH]c2ccccc2c1=O)C(=O)N1CCC[C@H]1C(=O)O	-0.5	-0.4	2	-5	0.2
9	CCC1Nc2ncnc(N3CCCCC3)c2N(Cc2ccc(OC)cc2)C1=O (configuration not stated)	-3.5&-2.5	-0.1&1.9	-2&3	0&9	0.4&-1.1
10	COc1ccc(NC(=O)C(C)N2C(=O)c3ccccc3C2=O)cc1S(=O)(=O)N1CCOCC1 (configuration not stated)	-3.8	nt	-4	0	0.5
11	Clc1cccc(Cc2c(-c3cccc(Cl)c3)nc3c4ccccc4ccn23)c1	nt	nt	0	-4	0.2
12	CN=C1SC(CC(=O)NCCc2ccc(OC)c(OC)c2)C(=O)N1C (configuration not stated)	0.1&-1.2	-4.3	3&-1	11&8	1.0&0.3
13	C1CCN2CC3CC(CN4CCCC[C@@H]34)[C@H]2C1	0.1	-0.6	-6	-1	-0.4
14	CCOc1ccccc1C1C(C(N)=O)=C(C)Nc2nc(CCCO)nn21 (configuration not stated)	-1.1	-2.3	0	-5	-0.6
15	O=C1NC(=S)N/C1=C\c1cccnc1	0.3	-1.5	-24	-10	-4.3

entry	Mtb UGM inh	Mtb FBA inh	BoNT F protease	GDH-TPI counter
1	1.3	2	-4	17
2	nt	-4	-1	22
3	-1.4	6	-2	-2
4	0.1	-4	-2	0
5	0.4	-1	10	4
6	-0.3	-5	-1	28
7	2.9	0	3	-6
8	-1.6	7	0	-3
9	2.9	-3&0	-11&-4	-1
10	-0.1	5	-1	-2
11	nt	nt	-10	nt
12	0.7	0&6	-5&-10	4&2
13	nt	-1	-8	5
14	0.7	9	-6	6
15	-0.3	0	-3	14

The results go on:
entry	SMILES	FadD28 FP inh	BioA inh	PrPC TRFRET	CCHFV vOTU inh	BoNT A protease
16	CC(C)(C)C(=O)O[C@H]1CC[C@@]2(C)C(=CC(=O)C3C2CC[C@]2(C)C(=O)[C@@H](F)CC32)C1 (some centres not stated)	-3.2	-0.6	1	-5	-0.6
17	NS(=O)(=O)c1ccc(CCNC(=O)c2cccc(S(=O)(=O)N3CCCC3)c2)cc1	-1.3	4.2	-5	-5	-0.9
18	Cc1c(C(C)NC(=O)c2cc(COc3cccc4cnccc34)on2)cnn1C (configuration not stated)	-6.3	-1.1	-5	-7	nt
19	CCN1C(=O)C2C(c3ccccc3F)NC(Cc3ccc(O)cc3)(C(=O)OC)C2C1=O (configuration not stated)	-4.2	-1.2	-1	8	0.4
20	O=C(O)c1cccc(-c2ccc(/C=N/n3cnnc3)o2)c1	-1.3	4.4	-12	13	1.9
21	COc1cc(C(C)=O)ccc1OC(=O)c1cc2cccc(OC)c2oc1=O	-0.9	-1.4	-1	-12	1.0
22	O=C(COC(=O)CCC(=O)c1ccc(F)cc1)Nc1cccc(S(=O)(=O)N2CCCC2)c1	-2.6	nt	6	11	1.0
23	CN1C(C(=O)N2CCC3(CC2)OCCO3)=CC(c2ccc(F)cc2)=NS1(=O)=O	-2.0	0.0	5	-2	-0.4
24	C=CCN(CC=C)C(=O)C1CCN(S(=O)(=O)c2ccc(-n3cnnn3)cc2)CC1	nt	-1.1	3	-8	1.0
25	CCCSc1ccc([C@@H]2[C@H]3C(=O)N(CC)C(=O)[C@H]3[C@]3(C(=O)OC)CCCN23)cc1OC	-2.8	1.5	2	0	0.4
26	CC1CN2C(c3ccc(Cl)cc3)=CSC2=N1 (configuration not stated)	1.4	-0.8	-5	-12	-1.3
27	CC(C)[C@@H]1CC[C@@H](C)C[C@H]1O	-4.1	-2.6	2	-4	-0.4
28	Cc1ccc(-c2nc(=O)[nH]c3ccccc23)cc1	nt	-0.1	1	-25	2.8
29	COC1=CC(=O)c2ccccc2C1=O	nt	0.1	nt	nt	1.0
30	COCCCn1c(SCC(=O)N2CCOCC2)nc2cc(Cl)ccc2c1=O	-0.7	1.3	-3	7	0.1

entry	Mtb UGM inh	Mtb FBA inh	BoNT F protease	GDH-TPI counter
16	2.7	-1	-1	16
17	2.2	-1	-5	3
18	-0.9	21	nt	2
19	-1.4	2	-14	-10
20	5.5	19	?	35*
21	-1.5	-2	0	57*
22	-0.1	-8	2	-6
23	1.0	-1	-2	4
24	1.0	5	-1	17
25	-1.7	-1	-6	-3
26	-1.9	1	-18	1
27	nt	-3	-6	-4
28	-1.6	16	18	9
29	nt	5	3	-2
30	-2.4	3	-8	4

Further compounds.
entry	SMILES	FadD28 FP inh	BioA inh	PrPC TRFRET	CCHFV vOTU inh	BoNT A protease
31	N#C/C(=C(/O)c1ccc2c(c1)OCO2)c1nc2cc(C(F)(F)F)ccc2s1	-2.2	-0.2	1	7	-0.8
32	Cc1ccc(-c2ccc(CN3C(CC(C)C)C(=O)N(Cc4cn(CC5CCCCC5)nn4)CCS3(=O)=O)cc2)cc1 (configuration not stated)	-3.5	-2.3	-5	16	-0.4
33	Cc1ccc(-n2c3c(c(=O)[nH]c2=O)C(NS(=O)(=O)c2ccc(Cl)cc2)(C(F)(F)F)C(=O)N3)cc1 (configuration not stated)	-0.6	-4.3	1	-15	0.2
34	CCOC(=O)CSc1nnc(CNC(=O)Cc2ccccc2)n1-c1ccccc1OC	-2.4	nt	nt	nt	0.5
35	Cc1cccc(-n2ncc3c(N(C)C4CCCCC4)ncnc32)c1	-3.8	-0.5	2	-4	-0.2
36	CC(C)c1nc(N2CCCC2)c(C#N)c2c1CCCC2	-4.5	0.8	-4	-8	-0.6
37	CCn1cnc2cc(NCc3ccccc3Cl)ccc21	nt	1.0	2	-6	-3.3
38	CC(NC(=O)COC(=O)CNC(=O)C1CCCCC1)c1ccccc1 (configuration not stated)	-1.0	-0.4	-7	3	-0.6
39	CC(=O)NS(=O)(=O)c1ccc(NC(=O)CN2C(=O)C3C4C=CC(C4)C3C2=O)cc1 (configuration not stated)	0.8	nt	5	-14	-0.2
40	CCOc1cc(C2C(C#N)=C(N)OC3=C2C(=O)CC(C)(C)C3)cc([N+](=O)[O-])c1O (configuration not stated)	-1.8	nt	-5	0	0.2
41	O=C(O)Cc1cc2c(s1)CCCCC2	1.6	-0.1	-5	16	-0.3
42	CC(NC(=O)c1ccc(S(=O)(=O)N(C)C)cc1)c1ccccc1 (configuration not stated)	-1.8	-1.4	1	6	-0.8
43	N#Cc1cc(-c2ccccc2)nnc1Oc1ccccc1Cl	-3.9	1.9	0	7	0.3
44	CCSC1=NC(C)(C)C=C(/C=C/c2ccc(Cl)cc2Cl)N1	-4.9	-0.8	8	9	0.6
45	CC(C)[C@H](NC(=O)c1ccccc1)C(=O)NC1CCCCCCC1	-1.7	-0.1	1	1	-1.0

entry	Mtb UGM inh	Mtb FBA inh	BoNT F protease	GDH-TPI counter
31	-0.2	2	-8	4
32	nt	-3	-1	0
33	-0.6	4	19	7
34	1.1	-2	2	-5
35	1.2	-1	-11	10
36	-0.5	4	13	-5
37	-2.1	2	-28	-3
38	0.0	6	0	5
39	-0.6	-1	2	-1
40	-0.4	-2	-4	1
41	-2.8	2	0	7
42	1.0	6	2	-3
43	-1.1	-2	-7	-1
44	-1.7	4	13	2
45	-1.6	2	3	4

Continued; the last two above are carried over.
entry	SMILES	FadD28 FP inh	BioA inh	PrPC TRFRET	CCHFV vOTU inh	BoNT A protease
44	CCSC1=NC(C)(C)C=C(/C=C/c2ccc(Cl)cc2Cl)N1	-4.9	-0.8	8	9	0.6
45	CC(C)[C@H](NC(=O)c1ccccc1)C(=O)NC1CCCCCCC1	-1.7	-0.1	1	1	-1.0
46	COc1ccc(S(=O)(=O)NNc2nc(C)cc(C)n2)cc1Br	1.7	-0.8	4	5	-1.5
47	CCOc1ccc(CC(=O)NNC(=S)Nc2ccccc2)cc1Br	-2.7	-0.9	10	12	-0.2
48	Cc1ccc2nc(-c3ccc(F)cc3)c(Cc3ccccc3C(F)(F)F)n2c1	-4.4	-0.1	-2	1	0.9
49	O=C(CCc1nc2ccccc2s1)N1CCN(c2ccccc2)CC1	-2.5	nt	0	-2	0.3
50	CCOC(=O)CN1C(=O)C(=O)c2cc(C)ccc21	-0.1	-5.9	-9	8	-0.3
51	CCOC(=O)Nc1ccc(C(=O)Oc2ccccc2)c(O)c1	1.1	0.0	-5	-7	?
52	COc1ccc(-c2nc3ccccc3c(=O)o2)cc1	-3.2	1.0	9	-4	0.3
53	N#Cc1c2c(c(Nc3ccccc3)n3c1nc1ccccc13)CCC2	-3.3	-0.5	5	2	0.7
54	CCN(CC)S(=O)(=O)c1ccc(C(=O)Nn2cnnc2)cc1	0.5	-1.5	0	-7	4.5
55	CCOc1ccc(CNC(=O)C2CCN(c3nn4c(=O)cc(C)nc4s3)CC2)cc1	-4.3	-1.5	6	10	0.8
56	O=C(c1cc(-c2ccccn2)nc2ccc(Cl)cc12)N1CCN(CCc2ccccc2)CC1	-2.9	nt	-5	-12	3.1
57	CC1=Nc2ccccc2/C1=C\c1nc(-c2ccc(F)cc2)oc1O	1.6	-1.4	-3	-12	14
58	COc1ccc(/C=N\NC(=O)c2ccccc2F)cc1COc1ccc(F)cc1F	-6.4	0.0	6	5	-1.4
59	CC(=O)NNC(=O)CCn1c2c(c3ccccc31)CCCC2	-3.0	-0.5	2	-15	-1.6
60	COc1ccc(C(=O)C2CCCN(C(=O)c3ccc4cc[nH]c4c3)C2)c(C)c1 (configuration not stated)	-6.7	6.0	6	-13	-0.1
61	COC(=O)C1CC(O)CN1C(=O)c1ccco1 (configuration not stated)	1.5	-1.4	-4	1	?
62	CNC(=O)c1csc(-c2ccccc2)n1	-0.6	0.8	-1	5	?
63	O=C(Cc1ccccc1)NCC(=O)N1CCCCCC1	-1.8	-1.0	-5	10	1.9

entry	Mtb UGM inh	Mtb FBA inh	BoNT F protease	GDH-TPI counter
44	-1.7	4	13	2
45	-1.6	2	3	4
46	2.7	1	2	-6
47	-4.1	-1	-2	13
48	nt	4	1	nt
49	0.3	-1	-2	-1
50	-2.6	2	0	19
51	0.5	3	-11	4
52	0.8	-1	-2	-9
53	-1.0	2	-4	7
54	-0.4	4	-12	-4
55	0.0	-6	8	-14
56	2.3	-5	-10	-2
57	0.4	-12	1	8
58	5.2	-2	-10	10
59	1.2	4	?	-5
60	-3.6	-1	-10	8
61	-1.2	1	?	-4
62	2.5	-1	0	18
63	0.0	0	3	-5

Just Mtb UGM inh, FadD28 FP inh and PrPC TRFRET, for 5 of the compounds above:
| cpd | Structure | Mtb UGM inh | FadD28 FP inh | PrPC TRFRET |
| --- | --- | --- | --- | --- |
| 61 | COC(=O)C1CC(O)CN1C(=O)c1ccco1 (configuration not stated) | -1.2 | 1.5 | -4 |
| 62 | CNC(=O)c1csc(-c2ccccc2)n1 | 2.5 | -0.6 | -1 |
| 48 | Cc1ccc2nc(-c3ccc(F)cc3)c(Cc3ccccc3C(F)(F)F)n2c1 | nt | -4.4 | -2 |
| 52 | COc1ccc(-c2nc3ccccc3c(=O)o2)cc1 | 0.8 | -3.2 | 9 |
| 47 | CCOc1ccc(CC(=O)NNC(=S)Nc2ccccc2)cc1Br | -4.1 | -2.7 | 10 |

Screens from PubChem.
